Screening results deposited in PubChem BioAssay by ICCB-Longwood Screening Facility, Harvard Medical School.
Polio RdRp inh = poliovirus RdRp elongation inhibitors, primary screen, biochemical, fluorescence polarization, total intensity; poliovirus polymerase elongation; hits give low values; % elongation, % (compound at 16.7 µg/mL); 150,000 tested, 0.66% active; Genome polyprotein (Poliovirus type 1 (strain Mahoney)), P03300; in the data active = % elongation below about 90%; note: some results filed as inactive read as strong as hits
Target sequence (P03300 1749-2209 limits assumed): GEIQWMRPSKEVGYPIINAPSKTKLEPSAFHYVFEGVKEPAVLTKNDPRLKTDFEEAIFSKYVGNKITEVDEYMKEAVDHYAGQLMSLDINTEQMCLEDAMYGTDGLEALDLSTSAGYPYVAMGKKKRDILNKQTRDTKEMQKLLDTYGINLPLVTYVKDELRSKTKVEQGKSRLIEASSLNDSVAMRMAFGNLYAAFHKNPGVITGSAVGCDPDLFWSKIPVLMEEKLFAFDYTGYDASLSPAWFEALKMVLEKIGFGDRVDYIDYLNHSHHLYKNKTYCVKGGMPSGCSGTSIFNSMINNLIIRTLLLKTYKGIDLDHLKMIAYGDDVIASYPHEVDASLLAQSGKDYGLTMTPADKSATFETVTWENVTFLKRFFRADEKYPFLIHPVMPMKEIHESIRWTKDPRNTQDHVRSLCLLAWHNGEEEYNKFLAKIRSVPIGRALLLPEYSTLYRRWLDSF
Polio RdRp inh FP z-score = recorded beside Polio RdRp inh, whose call it bears; z-score; measured here: FP z-score; hits read low
* = called active by the depositor; & = joins results of further samples. A portion of the library; count on the stated rates, not on these rows.

SMILES | Polio RdRp inh | Polio RdRp inh FP z-score
FC(F)(F)c1cccc(-c2nnc(-c3ccc(Cl)cc3)o2)c1 | 98.0 | -0.4
COC(=O)c1cc(NC(=O)c2cccc(Cl)c2)cc(C(=O)OC)c1 | 102.0 | 0
COc1ccc(CNC(=O)c2cc3c(=O)n(C)c4ccccc4c3n2C)cc1 | 109.0 | 0.6
COc1ccc2cc(CNc3ccc(C)cc3)c(=O)n(CC(=O)Nc3ccc(OC)c(Cl)c3)c2c1 | 107.0 | 0.2
CCN1CN=C(SCc2cccc(C#N)c2)NC1 | 95.0 | -1.3
CC(C)CN(CC(C)C)C(=O)c1cc2c(=O)n3ccccc3nc2s1 | 101.0 | -0.2
CCOC(=O)N/N=C1/c2ccccc2C2(O)NC(=O)NC12O (stereo unspecified) | 104.0 | 0.6
CCC(=O)N1CCc2cc(Br)cc(S(=O)(=O)CCC(=O)N3CCN(c4ccc(F)cc4)CC3)c21 | 108.0 | 0.9
Cc1ccc2nc(-c3cc(Cl)ccc3NC(=O)CCC(=O)O)c(=O)[nH]c2c1 | 101.0 | 0
CCCNC(=O)CSc1nc(-c2cccs2)cc(C(F)(F)F)n1 | 100.0 | -0.4
Cc1ccc(N2C(=O)N(CC(=O)N3CCC(C)CC3)c3ccccc3S2(=O)=O)cc1 | 103.0 | 1.1
COCCNC(=O)c1[nH]c2cc(C)ccc2c1Sc1ccc(Cl)cc1 | 111.0 | 0.7
COc1ccc(C(=O)NCCSc2ccccc2C)cc1 | 101.0 | 0.3
Cc1sc(-n2c(C)cc(/C=C(\C#N)C(=O)NCc3ccco3)c2C)c(C#N)c1C | 102.0 | 0.1
S=C1N[C@H]2CCCC[C@@H]2N1 | 99.0 | -0.8
CC1CN(CC(=O)Nc2ccc(S(N)(=O)=O)cc2)CC(C)O1 (stereo unspecified) | 104.0 | 0.3
O=C(c1ccc2c(c1)N(Cc1cccc(Cl)c1)C(=O)c1ccccc1S2(=O)=O)N1CCN(c2cccc(C(F)(F)F)c2)CC1 | 105.0 | -0.2
O=C(Nc1cccc(Cl)c1)C1CCCN(c2nn3cc(-c4ccc(F)cc4)nc3s2)C1 (stereo unspecified) | 107.0 | 0
O=C(O)CCN1CCN(c2cccc(Cl)c2)CC1 | 101.0 | -0.4
Cc1ccc(Cl)cc1NC(=O)CN(C)S(=O)(=O)c1ccc2c(c1)n(C)c(=O)c(=O)n2C | 100.0 | -1.5

Next section; the last 2 above are carried over.
SMILES | Polio RdRp inh | Polio RdRp inh FP z-score
O=C(O)CCN1CCN(c2cccc(Cl)c2)CC1 | 101.0 | -0.4
Cc1ccc(Cl)cc1NC(=O)CN(C)S(=O)(=O)c1ccc2c(c1)n(C)c(=O)c(=O)n2C | 100.0 | -1.5
Cc1cccc2nc(CSCc3ccco3)cn12 | 102.0 | 0.2
O=C(Cc1csc(Nc2nc(=S)[nH]c3ccccc23)n1)NCc1cccc(Cl)c1 | 104.0 | 1
COc1ccc(CNC(=O)c2cc3cccc4c3n2CC(C)S4)c(OC)c1 (stereo unspecified) | 107.0 | -0.1
C=CCN1CCN(C(=O)C2CC2)CC1 | 105.0 | 1.7
Oc1c(C(c2ccc(F)cc2)N2CCCCC2)ccc2cccnc12 (stereo unspecified) | 105.0 | 1.2
NC(=O)CSc1nc2ccc(NC(=O)COc3ccccc3)cc2s1 | 103.0 | -1
CCOc1ccccc1NC(=O)CC1C(=O)NCCN1C(=O)c1ccc(F)cc1 (stereo unspecified) | 107.0 | 0.7
Cc1ccn2c(Nc3ccccc3C)c(-c3ccccn3)nc2c1 | 113.0 | 1.5
CC(C)=CC(=O)Nc1nc(C)c(C)s1 | 100.0 | 0.1
CCOC(=O)C1=C(NN(C)c2ccccc2)C(=O)N(C)C1 | 104.0 | 0.1
CC1(C)Cc2nc(N3CCCC3)c(C#N)cc2CS1 | 100.0 | -0.9
CCOC(=O)c1cccc(NC(=O)Cn2cnc3nc4c(cc3c2=O)CCCC4)c1 | 105.0 | -0.3
Cc1ccc(C)n1Cc1cccs1 | 99.0 | -0.4
COc1cc(S(=O)(=O)N2CCN(c3ccccc3F)CC2)c(OC)cc1Cl | 99.0 | -0.6
COC(=O)c1c(C)[nH]c(-c2csc(N)n2)c1C | 99.0 | -0.4
O=C(C1CCC(CNS(=O)(=O)c2ccc(Br)s2)CC1)N1CCN(c2ccc(F)cc2)CC1 (stereo unspecified) | 100.0 | -2.3
COc1cccc(N2CCN(C(=O)c3cc4c(=O)n(Cc5ccccc5)ccc4nc3C)CC2)c1 | 106.0 | -0.2
Cc1ccc2c(CNCC(C)c3ccccc3)c(C(=O)O)n(Cc3ccccc3C)c2c1 (stereo unspecified) | 101.0 | -1.4
COc1ccc(CSc2nc3ccccc3n2CCC#N)cc1F | 108.0 | 0.6
COc1ccc2c(c1)=C(c1sc(=S)[nH]c1O)C(=O)N=2 | 101.0 | 0
CC1CCCC(C)N1C(=O)c1ccc(NC(=O)C(O)(c2ccccc2)c2ccccc2)cc1 (stereo unspecified) | 100.0 | -0.7
COC(=O)c1ccccc1NC(=O)c1ccc2c(c1)CC(C)O2 (stereo unspecified) | 103.0 | 0.3
CCOC(=O)c1cccc(NC(=O)CCn2nc(C)c3c(C)n(-c4ccccc4)nc3c2=O)c1 | 107.0 | -0.3
COc1cccc(NCc2nnc(-c3ccccc3)o2)c1 | 101.0 | 0
CCOC(=O)c1c(NC(=O)C2=CC(c3cccs3)=NS(=O)(=O)N2C)sc(C)c1C | 100.0 | -0.7
O=C(O)COc1ccc(/C=C2\COc3ccccc3C2=O)cc1 | 94.0 | -1.6
O=c1cc(-c2ccccc2)c2cc3c(cc2[nH]1)OCCO3 | 102.0 | 0.1
C=CCN1C(=O)/C(=C/c2cc(C)n(CCOC)c2C)C(=O)NC1=S | 93.0 | -1.9
CN(Cc1ccccc1)C(=O)c1cc(-c2ccccc2O)no1 | 103.0 | 0.9
CCOc1ccc2oc(=O)cc(CN3CCN(c4ccccc4)CC3)c2c1 | 102.0 | -1.6
CC1=CC(=O)C(N(C)C2CCS(=O)(=O)C2)=CC1=O (stereo unspecified) | 96.0 | -0.4
COc1cc(C(=O)NCc2nnc(SCC(=O)Nc3cc(C)on3)o2)cc(OC)c1OC | 102.0 | 0.7
O=C(CSc1ncn[nH]1)CSc1ncn[nH]1 | 101.0 | -0.2
CC(C)(C)C(=O)Nc1nnc(SCc2ccc(Cl)cc2Cl)s1 | 105.0 | 0.6
CN(CCO)c1nc(N)c2c(N)nc3c(c2c1C#N)CC(=O)N3C1CCCC1 | 102.0 | -0.2
COC(=O)Cc1cccc2ccccc12 | 102.0 | 0.2
Cc1ccc(N2CC(c3nnc(NC(=O)c4ccco4)s3)CC2=O)cc1Cl (stereo unspecified) | 108.0 | 0.3
N=C1/C(=C/c2cccn2-c2ccc(Br)cc2)C(=O)N=C2SC=CN12 | 103.0 | 0.7
COc1ccccc1C(=O)NC1CCN(C)CC1 | 102.0 | 0.9
CC1CCCCN1C(=O)c1ccc2c(c1)N(Cc1ccc(Cl)cc1)C(=O)c1ccccc1S2=O (stereo unspecified) | 107.0 | 0.3
COc1ccc(-c2cc3c(=O)n(CC(=O)Nc4cc(F)ccc4F)ccn3n2)cc1OC | 101.0 | -0.7
CCCc1cnc2c(c1SCc1cccc(C)c1)c(=O)n(C)c(=O)n2C | 108.0 | 0.5
O=C(NC1CCCC1)c1ccc(CSc2nc3ccncc3n2Cc2ccc(F)cc2)cc1 | 107.0 | -0.2
CCOc1ccccc1NC(=O)CCN1C(=O)NC2(CCCC2)C1=O | 97.0 | -0.6
O=S(=O)(c1ccccc1)c1nc(-c2cccs2)oc1NCc1cccnc1 | 107.0 | 0.7
O=C(c1cccc(N2C(=O)C3C4C=CC(C4)C3C2=O)c1)N1CCN(c2ccccc2F)CC1 (stereo unspecified) | 101.0 | 0
CC(CNC(=O)c1cc(-c2ccccc2)n[nH]1)c1ccccc1 (stereo unspecified) | 109.0 | 0.2
COc1ccc(NC(=O)CCc2nc3c(C)nn(-c4ccc(C)cc4)c3n(C)c2=O)cc1 | 106.0 | 0.1
CC(C)NC1CCC(C(C)(C)C)CC1 (stereo unspecified) | 100.0 | -0.6
Cc1cc(C(F)(F)F)nn1Cc1ccc(C(=O)O)cc1 | 100.0 | -0.4

Profiles, looked up by structure.
N=C1/C(=C/c2cccn2-c2ccc(Br)cc2)C(=O)N=C2SC=CN12 is entered as Polio RdRp inh: 103.0; Polio RdRp inh FP z-score: 0.7
Cc1ccc2nc(-c3cc(Cl)ccc3NC(=O)CCC(=O)O)c(=O)[nH]c2c1 is entered as Polio RdRp inh: 101.0; Polio RdRp inh FP z-score: 0

Later entries:
SMILES | Polio RdRp inh | Polio RdRp inh FP z-score
CCCCC(c1nnnn1C(C)C)N1CCN(c2ccc(F)cc2)CC1 (stereo unspecified) | 103.0 | 0.3
O=C1CCC(=O)N1OCC1CCCN2CCCCC12 (stereo unspecified) | 104.0 | 0.1
COc1ccccc1NC(=O)N1CCCN(Cc2ccc(F)cc2)CC1 | 107.0 | 0.2
CC1(C)OC2[C@H](n3cnc4c(N)ncnc43)O[C@H](CO)[C@H]2O1 (stereo partly specified) | 107.0 | 0.6
CC(C)N(C(=O)N1CCN(c2ccnc3cc(Cl)ccc23)CC1)C(C)C | 106.0 | 0.5
CCc1ccc(S(=O)(=O)c2nnn3c2nc(NCCc2ccccc2)c2sccc23)cc1 | 105.0 | -0.1
Cc1cccc(C)c1OCCN1C(=O)c2ccccc2C1(O)c1ccccc1 (stereo unspecified) | 108.0 | 0.7
COC(=O)c1ccc(C(=O)Nc2ccc(C(F)(F)F)cc2)nc1 | 107.0 | 0.4
CCOC(=O)N1CCN(Cc2nc3cc(NC(=O)c4ccccc4OC)ccc3n2C(C)C)CC1 | 107.0 | 0.4
c1ccc(CNCCCSc2ncccn2)cc1 | 104.0 | 0.6
COc1cc(NC(=O)N2CCC(CN3CCCC3)CC2)cc(OC)c1OC | 111.0 | 0.1
CCOC(=O)N1CCc2c(sc3c2c(=O)n(-c2ccc(CC)cc2)c(=O)n3Cc2cc(C)ccc2C)C1 | 103.0 | -0.4
Cc1ccc(C(=O)OCC(N)=O)cc1C | 101.0 | -0.3
O=C(Cn1nnc(-c2ccccc2)n1)Nc1ccccc1 | 105.0 | 0.2
COc1cccc(C2=NOC(C(=O)NC(C)C)C2)c1 (stereo unspecified) | 104.0 | 0.7
CC(=O)N(CN1C(=O)c2ccccc2C1=O)c1ccccc1 | 103.0 | 0.8
COc1ccc(NC(=O)C2=C(C)Nc3nc(SCc4ccccc4)nn3C2c2cc(OC)ccc2OC)cc1 (stereo unspecified) | 110.0 | 0.3
CCCCC/C=C\C/C=C\CCCCCCCC(N)=O | 102.0&100.0 | 0.3&0
CC(C)(CNc1ccc(S(=O)(=O)N2CCCC2)cn1)N1CCCCC1 | 102.0 | -0.1
Cc1cc(C(=O)Nc2ccc(-n3c(C)nc4ccccc4c3=O)cc2)ccc1[N+](=O)[O-] | 108.0 | 0.5

A few values from the entries so far.
CCOC(=O)N1CCc2c(sc3c2c(=O)n(-c2ccc(CC)cc2)c(=O)n3Cc2cc(C)ccc2C)C1 in Polio RdRp inh is entered as 103.0
COc1cc(NC(=O)N2CCC(CN3CCCC3)CC2)cc(OC)c1OC in Polio RdRp inh FP z-score is entered as 0.1

Later entries:
SMILES | Polio RdRp inh | Polio RdRp inh FP z-score
CN1CCN(NC(=O)CCN2C(=O)/C(=C\c3ccccc3)SC2=S)CC1 | 101.0 | -0.2
Cc1ccc2nc(-c3ccc(O)cc3O)cn2c1 | 103.0 | -0.1
CCOC=Nc1c(C(=O)OCC)sc2nc(SC)ncc12 | 102.0 | 0.2
CC(C)c1ccc(CNc2nc(-c3ccco3)nn2S(=O)(=O)c2ccccc2)cc1 | 111.0 | 0.9
COC(=O)c1sccc1S(=O)(=O)N1CCN(c2ccc(C(C)=O)cc2)CC1 | 99.0 | -1.7
CN(C)CCNC(=O)C(=O)NCC(c1cccnc1)N1CCN(c2ccc(F)cc2)CC1 (stereo unspecified) | 112.0 | 0.9
Cc1ccc(C(=O)C(NC(=O)c2ccco2)Nc2ccc(C)c(Cl)c2)cc1 (stereo unspecified) | 99.0 | -0.1
Cc1ccc(OCCSc2nc3ccccc3n2CC(=O)NC(C)C)cc1 | 111.0 | 0.8
NC(N)=Nc1nc2cc(Cl)ccc2o1 | 104.0 | 0.6
COc1ccc(OC)c(NC(=O)CNC(=O)Cn2cnc3ccccc3c2=O)c1 | 98.0 | -0.5
CCOC(=O)c1cnc(SCC(=O)OC)nc1N | 100.0 | -0.5
O=C(OCC(=O)c1ccccc1Br)c1ccco1 | 103.0 | 0.6
Oc1ccccc1C(C#Cc1ccccc1)N1CCCCC1 (stereo unspecified) | 104.0 | 1.1
Cc1ccc(-c2noc(CNC(=O)c3ccc4c(c3)OCO4)n2)cc1 | 103.0 | 0.2
COc1ccc(CCNC(=O)CSc2nc(N)cc(N)n2)cc1 | 103.0 | 0.3
CCOC(=O)C(O)C(C)(C)CN1C(=O)c2ccccc2C1=O (stereo unspecified) | 101.0 | -0.1
CC(C)C1N=C2c3ccccc3N=C(SCc3ccccc3F)N2C1=O (stereo unspecified) | 104.0 | 0.6
Cc1ccccc1Nc1c(-c2ccc(Cl)s2)nc2c(C)cccn12 | 103.0 | -1.4
Cc1ccc(CN2CCC(CNC(=O)Nc3cc(C)cc(C)c3)C2)cc1 (stereo unspecified) | 97.0 | -0.4
O=C(O)c1ccc(S(=O)(=O)c2ccc3c(c2)C(=O)N(C2CCCCC2)C3=O)cc1 | 100.0 | -0.5
Cc1ccc(-c2nc(CS(=O)(=O)CC(=O)N3CCN(c4cccc(C)c4C)CC3)c(C)o2)cc1 | 108.0 | 0.3
COc1cccc(N2CCN(C(=O)c3ccc(C)c(NC(=O)c4nsc5ccccc45)c3)CC2)c1 | 104.0 | -0.8

Three entries out of the list, arranged by molecular weight, smallest number first.
SMILES | Polio RdRp inh | Polio RdRp inh FP z-score
Oc1ccccc1C(C#Cc1ccccc1)N1CCCCC1 (stereo unspecified) | 104.0 | 1.1
Cc1ccc(-c2noc(CNC(=O)c3ccc4c(c3)OCO4)n2)cc1 | 103.0 | 0.2
CC(C)C1N=C2c3ccccc3N=C(SCc3ccccc3F)N2C1=O (stereo unspecified) | 104.0 | 0.6
